# Bioassay records as filed in PubChem.
# SUMO Mot1 rescue – yeast Mot1-301 growth rescue at high temperature, primary screen, SUMOylation pathway inhibitor project, S. cerevisiae, ATP luminescence, 38.5C. S. cerevisiae Mot1-301 growth rescue; percent above DMSO median, 100 means doubled. growth rescue, % at 18.8 µM. 1% of 320,000 active;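 active = every valid replicate shows activation above 250% relative to neutral control wells; inactive = the rest, any valid replicate at or below 250%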;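 also: OY570 slx delta 5 strain wells were the positive control but not used for scaling; some compounds called inactive have numbers as strong as hits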
# AddAB inh – growth inhibition of E. coli expressing H. pylori AddAB, primary screen, AddAB inhibitor project, absorbance. inhibition, % at 11.9 µM. 0.29% of 330,000 active; in the data active = inhibition above about 12%;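 also: 0% = vehicle wells of infected cells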
# HTR5A inv ag – HTR5A inverse agonists in luminescence cell assay, primary screen, counter-screen for OPRM1-OPRD1 heterodimer inverse agonist project, full-deck HTS; AID 504634, 2011; inhibition, % at 9.3 µM; 5-hydroxytryptamine receptor 5A (Homo sapiens), P47898; HTR5A cell line, inverse agonism; 0.083% of 340,000 active; in the data active = inhibition mostly above about 23%, no sharp cut-off; inactive = mostly below about 18%;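 also: 0% = cells with DMSO and 100% = no-cell wells with DMSO; some compounds called inactive have numbers as strong as hits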
# Target sequence (P47898 whole entry, looked up): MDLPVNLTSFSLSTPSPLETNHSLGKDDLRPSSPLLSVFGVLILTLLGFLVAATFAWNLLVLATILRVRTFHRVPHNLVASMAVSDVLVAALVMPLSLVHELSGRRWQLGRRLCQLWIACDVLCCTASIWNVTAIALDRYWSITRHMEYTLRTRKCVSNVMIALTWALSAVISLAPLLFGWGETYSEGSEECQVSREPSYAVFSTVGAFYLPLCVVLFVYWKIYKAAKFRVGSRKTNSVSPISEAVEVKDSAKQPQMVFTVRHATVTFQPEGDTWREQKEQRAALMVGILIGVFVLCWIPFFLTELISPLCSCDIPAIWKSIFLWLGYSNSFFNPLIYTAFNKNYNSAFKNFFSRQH
# OPRM1-OPRD1 ag – agonists of OPRM1-OPRD1 heterodimerization, primary screen, cell-based, luminescence | Mu-type opioid receptor (Homo sapiens) + Delta-type opioid receptor (Homo sapiens), … | cells | activation, % at 9.3 µM | 0.3% of 340,000 active | AID 504326, 2011; in the data active = activation above about 18%;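 also: 0% = vehicle-treated cells and 100% = reference agonist; values of inactives mirror those of a sister screen read the other way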
# Tat export inh – E. coli Tat export inhibitors, primary screen, MC4100, TorA-mCherry reporter, fluorescence, single point; 0.036% of 340,000 active; inhibition, % at 10 µM;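 active = mean replicate inhibition at least 50% and at least half of replicates individually reaching 50%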;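 also: exported cargo escapes ClpAP degradation while cytoplasmic cargo is degraded and loses fluorescence; 0% = median of neutral control wells and 100% = median of NaSCN control wells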
# OPRM1-OPRD1 inv – inverse agonists of MOR-DOR heterodimerization, primary screen, cell-based, luminescence. inhibition, % at 9.3 µM. AID 504357, 2011. Mu-type opioid receptor (Homo sapiens) + Delta-type opioid receptor (Homo sapiens), …. cell-based MOR-DOR heterodimer luminescence, inverse agonism. 0.21% of 340,000 active; in the data active = inhibition above about 22%, passing the limit was not always enough;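 also: 0% = cells with DMSO and 100% = wells without cells with DMSO; values of inactives mirror those of a sister screen read the other way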
# PfHsp90 yeast 2 – growth inhibition of PfHsp90-expressing yeast, primary screen, antimalarial PfHsp90 inhibitor project, S. cerevisiae, BacTiter-Glo luminescence, single point, set 2. BacTiter-Glo ATP, 48 h; yeast lacking PDR1 and PDR3 efflux regulators. inhibition, % at 9.4 µM. 0.32% of 310,000 active;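 active = every replicate shows inhibition above about 80%, whatever the replicate mean, limit read from the data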;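 also: 0% = DMSO neutral controls and 100% = 20 µM radicicol positive controls; yeast relying on Plasmodium falciparum Hsp90 in place of its own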
# PKA-R2B act – activators of PKA-R2B holoenzyme, primary screen, biochemical, fluorescence polarization, Cy5-IP20, human | AID 504700, 2011 | PKA-R2B holoenzyme dissociation; R2B truncated from residue 108, S112A mutant; 0% DMSO only, 100% 113 µM cGMP | activation, % at 11.4 µM | cAMP-dependent protein kinase catalytic subunit beta (Homo sapiens) + cAMP-dependent … | 0.079% of 340,000 active;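 active = activation above a cutoff set at the mean over all compounds plus 3 SD, cut at about 18% in these data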;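 also: higher means more holoenzyme dissociation and a rise in polarization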
# Target sequence (P31323 whole entry, looked up, other chains not shown, the tested form may be a part): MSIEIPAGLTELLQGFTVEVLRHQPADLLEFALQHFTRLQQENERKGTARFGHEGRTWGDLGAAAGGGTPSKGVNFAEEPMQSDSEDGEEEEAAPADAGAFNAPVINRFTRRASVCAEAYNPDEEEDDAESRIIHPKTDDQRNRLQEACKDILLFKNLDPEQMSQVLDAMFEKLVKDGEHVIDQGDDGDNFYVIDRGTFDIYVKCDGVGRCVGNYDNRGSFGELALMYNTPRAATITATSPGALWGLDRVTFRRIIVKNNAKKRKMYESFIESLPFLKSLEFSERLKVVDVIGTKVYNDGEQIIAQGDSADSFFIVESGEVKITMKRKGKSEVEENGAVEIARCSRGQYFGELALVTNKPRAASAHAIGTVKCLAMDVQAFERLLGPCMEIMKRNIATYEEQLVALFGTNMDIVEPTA
# phage Ecoli inh – growth loss of phage-infected E. coli, primary screen, RecBCD inhibitor project, absorbance, with phage, HTS; inhibition, % at 11.9 µM; 0.26% of 360,000 active; in the data active = inhibition above about 11%
# Ecoli viability – E. coli V3065 growth inhibition, primary screen, counter-screen for AddAB inhibitor project, absorbance, OD600. 18 h. inhibition, % at 11.9 µM. 0.27% of 330,000 active. AID 449728, 2010;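 active = inhibition above the campaign's mean inhibition across all tested compounds plus 3 SD, cut at about 9.9% in these data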;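 also: uninfected addAB+ strain grown without phage in ampicillin broth; 0% = DMSO wells and 100% = ciprofloxacin 0.95 µg/ml wells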
# PKA-R1A act – activators of PKA-R1A holoenzyme, primary screen, biochemical, fluorescence polarization, Cy5-IP20, bovine R1A, mouse PKAc; cAMP-dependent protein kinase type I-alpha regulatory subunit (Bos taurus) + …; activation, % at 11.4 µM; PKA-R1A dissociation; scaled: DMSO 0%, 113 µM cGMP 100%; 0.083% of 340,000 active;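 active = percent activation above the mean of all tested compounds plus 3 SD, cut at about 19% in these data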;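 also: higher means more PKAc released from R1A so a rise in polarization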
# Active calls of the source: *; / = not tested or not shown.
[1] CSCCC(NC(=O)COc1ccccc1)C(=O)N1CCCC(C(F)(F)F)C1 (stereo not given)
[2] CCNc1ccc(S(=O)(=O)N(C)C)cc1NCC(=O)Nc1c(F)cccc1F
[3] CN(CC(=O)Nc1ccc(N2CCOCC2)cc1)CC(=O)Nc1ccccc1[N+](=O)[O-]
[4] CCOC(=O)c1c(C)[nH]c(C)c1C(=O)COC(=O)c1cc(OC)c(OC)cc1OC
[5] CCN(CC)CCn1nc2c3c(cccc3c1=O)-c1ccccc1-2
[6] CCCCC1C(C#N)=C(C)NC2=C1C(=O)CC(C)(C)C2 (stereo not given)
[7] CCN1C(=O)[C@H]2[C@@H](c3ccc(-c4ccc5c(c4)OCO5)c(OC)c3)N[C@@](Cc3ccccc3)(C(=O)OC)[C@H]2C1=O
[8] C#CCOCCOCCOCCNc1nc(N2CCOCC2)nc(N2CCN(C(=O)CCCCCCCCCCNC(=O)[C@@H](CCC(=O)O)n3cc(CCCCCN)nn3)CC2)n1
[9] Cc1ccccc1N1C(S)=C(C#N)C(=O)NC1c1ccco1 (stereo not given)
[10] CC(C)NC(=O)N1CCN(c2ccncc2S(=O)(=O)N2CCCCC2)CC1
assay / entry	1	2	3	4	5	6	7	8	9	10
SUMO Mot1 rescue	-12	5	-23	191	32	8	-7	0	-14	161
AddAB inh	1.9	0.3	1.6	3.5	2.1	1.4	2.8	1.4	0.8	-0.3
HTR5A inv ag	-1	-12	-4	8	7	15	-7	-38	-15	2
OPRM1-OPRD1 ag	-3.2	-0.4	-3.2	-1.5	0.4	-1.2	1.1	-0.4	-3.6	-2.0
Tat export inh	-2	6	5	1	-20	-2	6	8	14	6
OPRM1-OPRD1 inv	15	2	17	8	-3	7	-5	2	19	11
PfHsp90 yeast 2	6	0	8	-27	30	9	-5	-18	10	-8
PKA-R2B act	2	-6	-2	4	-1	-1	2	-7	2	0
phage Ecoli inh	-1.9	5.5	3.7	4.1	4.0	1.7	1.8	0.6	3.4	1.3
Ecoli viability	1.5	0.7	-0.1	-0.1	2.3	0.8	1.2	-2.4	-0.5	-0.8
PKA-R1A act	-12	-17	4	-1	3	-1	-1	-7	0	-3

# Sorted by the number under PKA-R2B act (lowest first): some entries from above.
no. | compound | PKA-R2B act
2 | CCNc1ccc(S(=O)(=O)N(C)C)cc1NCC(=O)Nc1c(F)cccc1F | -6
3 | CN(CC(=O)Nc1ccc(N2CCOCC2)cc1)CC(=O)Nc1ccccc1[N+](=O)[O-] | -2
1 | CSCCC(NC(=O)COc1ccccc1)C(=O)N1CCCC(C(F)(F)F)C1 (stereo not given) | 2

# Continued:
[11] Clc1cccc(NCc2nnc(SCc3ccc(Cl)cc3Cl)o2)c1
[12] Fc1ccc(CSc2ccc3nnc(-c4ccccn4)n3n2)cc1
[13] COC(=O)CN1C(=S)N(c2ccc(OC)cc2)C(=O)C1CC(=O)Nc1ccc(F)cc1 (stereo not given)
[14] COC(=O)c1ccc(N)c(N=CC2=C(O)CC(C)(C)CC2=O)c1
[15] CCOC(=O)CC(=O)CSc1nc2c(c(-c3cccs3)c1C#N)CCC2
[16] CCCn1c(C2CC(=O)N(c3cc(OC)ccc3OC)C2)nc2ccccc21 (stereo not given)
[17] Cc1ccc(NC(=O)c2ccc(=O)n(CC(=O)Nc3ccccc3)n2)cc1
[18] Cc1c(NC(=O)CSc2nc3ccccc3c(=O)n2C(C)C)c(=O)n(-c2ccccc2)n1C
[19] CC1CCCCN1S(=O)(=O)c1ccc(C(=O)Nc2nnc(-c3ccccc3Cl)o2)cc1 (stereo not given)
[20] COc1ccc(CCNC(=O)C2CC(=O)N(c3ccc(C(C)(C)C)cc3)C2)cc1OC (stereo not given)
assay / entry	11	12	13	14	15	16	17	18	19	20
SUMO Mot1 rescue	29	5	-11	200	-7	4	-5	-10	-18	-13
AddAB inh	-1.0	-0.1	0.2	-3.4	0.5	-1.1	1.1	0.1	-3.9	0.1
HTR5A inv ag	-27	4	10	-36	3	-16	-21	13	-6	-6
OPRM1-OPRD1 ag	4.5	-2.2	-0.1	0.0	0.9	0.8	-1.3	-1.4	0.6	0.1
Tat export inh	-1	12	-5	14	-3	10	4	-2	3	5
OPRM1-OPRD1 inv	-24	10	1	0	-7	-4	7	5	-3	-1
PfHsp90 yeast 2	-25	/	3	-6	-4	1	4	4	0	0
PKA-R2B act	5	-5	-1	-11	-1	3	0	-5	-3	-17
phage Ecoli inh	-1.0	2.5	2.1	0.6	1.9	2.3	1.3	1.4	-5.0	3.0
Ecoli viability	-0.9	1.2	0.0	-1.7	-2.8	2.1	2.1	-1.9	-6.8	3.8
PKA-R1A act	-4	-13	0	-3	1	11	8	-13	6	-16

[21] O=C(NNC(=O)c1ccc(O)cc1O)c1ccc(-c2ccccc2)cc1
[22] N#CC(c1ccccc1)c1ccc2c(C(F)(F)F)cc(C(F)(F)F)nc2n1 (stereo not given)
[23] CCOC(=O)N1CCN(C(=O)Nc2cccc3ccccc23)CC1
[24] COC(=O)c1cc(S(=O)(=O)N2CCCCC2)ccc1N1CCOCC1
[25] CC(C)c1ccc(-c2c(C#N)c(N)nc(SCC(=O)N3CCCCC3)c2C#N)cc1
[26] CCN(CC)CCCNc1oc(-c2cccc(Cl)c2)nc1C#N
[27] CC1=C(C(=O)OCC(C)C)C(c2cc3c(cc2Br)OCO3)NC(=O)N1C (stereo not given)
[28] Cc1nn(Cc2ccccc2)c2c1C(c1ccc(Cl)cc1)C(C#N)=C(N)O2 (stereo not given)
[29] O=C(Nc1nc(-c2cc(F)ccc2F)cs1)C1=NN(c2ccccc2)C(=O)CC1
[30] Cc1ccc(C)c(C(=O)CCC(=O)NNC(=O)Cn2nc(C)cc2C)c1
assay / entry	21	22	23	24	25	26	27	28	29	30
SUMO Mot1 rescue	12	/	-24	-8	-31	2	44	-7	40	12
AddAB inh	5.2	-0.5	0.5	-1.4	-0.7	1.6	-0.7	-1.6	0.3	2.8
HTR5A inv ag	-9	23	21	13	-21	-28	-6	-7	3	1
OPRM1-OPRD1 ag	-2.7	1.1	-1.2	-1.2	-3.4	-2.2	-2.0	-4.2	-1.8	-1.5
Tat export inh	-5	-2	0	5	-3	-3	15	2	-3	2
OPRM1-OPRD1 inv	13	-6	6	7	19	12	11	24	9	9
PfHsp90 yeast 2	-15	9	-4	3	-17	9	-24	10	-32	/
PKA-R2B act	-3	-6	-9	-5	5	9	3	-8	-2	3
phage Ecoli inh	4.3	5.4	1.7	3.8	-1.2	0.7	2.1	-0.1	2.1	5.3
Ecoli viability	2.5	4.1	-2.0	-1.1	-0.2	-1.6	-2.9	2.1	-1.1	-0.4
PKA-R1A act	4	-6	0	-9	-2	-1	-20	-11	-6	5

[31] O=C(c1ccco1)N1CCC(n2nnc3ccccc32)CC1
[32] CC(OC(=O)C1CCCCC1)C(=O)Nc1cccc(Cl)c1 (stereo not given)
[33] CN(C)S(=O)(=O)c1cccc(NC(=O)CCc2nc3sc4c(c3c(=O)[nH]2)CCCC4)c1
[34] Cc1c(C)n(CC(O)CN2CCOCC2)c2ccccc12 (stereo not given)
[35] CCCCn1c(N)c(N(CCOC)C(=O)CCCc2nc3ccccc3c(=O)[nH]2)c(=O)[nH]c1=O
[36] O=C(CCc1ccccc1Cl)NC1CCCN(c2ccc(C(F)(F)F)cn2)C1 (stereo not given)
[37] O=C(CSc1ccccc1Cl)c1ccco1
[38] COc1ccc2occ(C(=O)c3cccs3)c2c1
[39] Cc1ccc(OC(=O)c2c(C)nn(-c3ccccc3)c2C)cc1
[40] CC(C)CNC(=O)C(=O)Nc1ccc2c(c1)N(S(=O)(=O)c1cccs1)CCC2
assay / entry	31	32	33	34	35	36	37	38	39	40
SUMO Mot1 rescue	30	-15	-8	3	11	14	-21	9	-15	-11
AddAB inh	-0.1	0.4	1.4	0.7	-0.4	1.7	-0.7	0.7	1.4	0.1
HTR5A inv ag	9	-13	-8	3	0	-43	24	4	10	10
OPRM1-OPRD1 ag	-2.1	12	-2.0	3.1	-1.6	2.9	-0.5	0.1	6.1	-2.5
Tat export inh	5	5	0	-5	-1	-5	-14	10	9	3
OPRM1-OPRD1 inv	13	-58	8	-18	8	-16	2	-1	-30	12
PfHsp90 yeast 2	-1	-21	-3	/	/	5	-14	-17	16	7
PKA-R2B act	0	5	-9	15	-10	-13	-1	-7	-2	-15
phage Ecoli inh	2.9	1.2	0.5	2.2	-0.4	1.5	4.6	3.7	2.3	4.6
Ecoli viability	0.6	1.2	-2.0	-3.3	-0.3	0.4	0.3	0.2	-2.7	2.5
PKA-R1A act	-6	0	-2	-4	1	1	-3	-5	-6	-10

[41] CCOc1ccccc1N(C(=O)CNC(=O)c1ccco1)C(C(=O)NC(C)(C)C)c1ccncc1 (stereo not given)
[42] OCCN1CCN(C(=S)c2ccc(-c3ccccc3)cc2)CC1
[43] C#CC(CC)(CC)NC(=S)Nc1cccc(C(C)=O)c1
[44] O=C(Nc1cccc(NC(=O)c2ccco2)c1)c1cnccn1
[45] C=CCNC(=O)c1onc(CSc2cccc(OC)c2)c1C(=O)O
[46] Cc1cc2[nH]c3c(c[n+](C)c4ccccc34)c2cc1C
[47] CCC(C)NCC(=O)Nc1sc2c(c1C(N)=O)CCC2 (stereo not given)
[48] O=C(OCc1ccccc1)N1CCC2CC1c1cc(Cl)ccc12 (stereo not given)
assay / entry	41	42	43	44	45	46	47	48
SUMO Mot1 rescue	-10	9	3	-17	341	-11	/	/
AddAB inh	2.7	0.6	-5.2	2.2	2.4	4.2	1.4	/
HTR5A inv ag	11	-37	2	-9	-16	10	-14	-5
OPRM1-OPRD1 ag	-2.8	-3.4	-0.1	-0.5	-3.4	15	0.3	4.8
Tat export inh	-2	3	-1	10	-2	-2	6	3
OPRM1-OPRD1 inv	15	18	1	2	20	-98	-2	-23
PfHsp90 yeast 2	19	-17	18	/	5	44	4	4
PKA-R2B act	-8	-5	-4	5	-13	2	-4	0
phage Ecoli inh	1.5	3.9	1.8	-0.2	3.8	2.2	3.5	2.7
Ecoli viability	3.0	-0.8	2.0	1.3	1.7	2.6	-2.1	/
PKA-R1A act	10	-7	-16	9	-6	-6	-8	4
